# SENP7 inh: SENP7 protease inhibitors, primary screen, biochemical, luminescence, uHTS | Sentrin-specific protease 7 (Homo sapiens), Q9BQF6 | recombinant SENP7, Z-RLRGG-aminoluciferin luminescence, 40 min | inhibition, % at 5 µM | 330,000 compounds, 1.5% hits | AID 434973, 2010;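 active means inhibition above about 50% at the single test dose, limit read from the data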;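 further: plate controls were DMSO with enzyme for no effect and no enzyme buffer wells for full effect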
# Gli-Sufu antag: Gli-Sufu pathway antagonists, primary screen, luciferase luminescence, Sufu-KO-LIGHT cells, uHTS; 340,000 compounds, 0.74% hits; Sufu-KO-LIGHT fibroblasts, Gli luciferase reporter luminescence; inhibition, % at 5 µM;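 active means inhibition above about 55%, limit read from the data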;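 further: 0% = DMSO-treated cells and 100% = wells with medium but no cells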
# Jurkat NFkB inh: inhibitors of induced NF-kB luciferase reporter, primary screen, TCR NF-kB activation inhibitor project, cell-based, luminescence, uHTS | Jurkat, PMA/ionomycin-induced NF-kB luciferase reporter | 330,000 compounds, 0.53% hits | AID 435003, 2010 | inhibition, % at 4 µM
# HKDC1 inhibitor: HKDC1 hexokinase inhibitors, primary screen, biochemical, fluorescence, uHTS | inhibition, % at 20 µM | 340,000 compounds, 0.16% hits | Q2TB90 | recombinant HKDC1, G6PDH/diaphorase resazurin coupled fluorescence;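 active means inhibition above about 35% when tested at 20 µM, limit read from the data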;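 further: plate controls were DMSO wells with enzyme for no effect and DMSO wells lacking enzyme for full effect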
#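 Material – in-house recombinant HK5 (HKDC1) enzyme · Quantity – HKDC1 at 5 µg/mL · Buffer or medium – pH 8.0 Tris buffer with 10 mM MgCl2 · Reagent – glucose with 1 mM ATP · Dosing – single 20 µM dose · Times – reaction time 90 min, room temperature, protected from light · Technique – resorufin fluorescence at 613 nm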
# Apaf-1 inh: inhibitors of human Apaf-1 apoptosome, primary screen, biochemical, DEVD-Rh110 fluorescence, uHTS; Apoptotic protease-activating factor 1 (Homo sapiens), O14727; reconstituted apoptosome caspase-3 activity; inhibition, % at 20 µM; 330,000 compounds, 0.71% hits; AID 489030, 2010; active means inhibition of at least 40% at 20 µM;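 further: plate controls were DMSO wells for no effect and DEVD-CHO caspase inhibitor wells for full effect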
# Target sequence (O14727 whole entry, looked up): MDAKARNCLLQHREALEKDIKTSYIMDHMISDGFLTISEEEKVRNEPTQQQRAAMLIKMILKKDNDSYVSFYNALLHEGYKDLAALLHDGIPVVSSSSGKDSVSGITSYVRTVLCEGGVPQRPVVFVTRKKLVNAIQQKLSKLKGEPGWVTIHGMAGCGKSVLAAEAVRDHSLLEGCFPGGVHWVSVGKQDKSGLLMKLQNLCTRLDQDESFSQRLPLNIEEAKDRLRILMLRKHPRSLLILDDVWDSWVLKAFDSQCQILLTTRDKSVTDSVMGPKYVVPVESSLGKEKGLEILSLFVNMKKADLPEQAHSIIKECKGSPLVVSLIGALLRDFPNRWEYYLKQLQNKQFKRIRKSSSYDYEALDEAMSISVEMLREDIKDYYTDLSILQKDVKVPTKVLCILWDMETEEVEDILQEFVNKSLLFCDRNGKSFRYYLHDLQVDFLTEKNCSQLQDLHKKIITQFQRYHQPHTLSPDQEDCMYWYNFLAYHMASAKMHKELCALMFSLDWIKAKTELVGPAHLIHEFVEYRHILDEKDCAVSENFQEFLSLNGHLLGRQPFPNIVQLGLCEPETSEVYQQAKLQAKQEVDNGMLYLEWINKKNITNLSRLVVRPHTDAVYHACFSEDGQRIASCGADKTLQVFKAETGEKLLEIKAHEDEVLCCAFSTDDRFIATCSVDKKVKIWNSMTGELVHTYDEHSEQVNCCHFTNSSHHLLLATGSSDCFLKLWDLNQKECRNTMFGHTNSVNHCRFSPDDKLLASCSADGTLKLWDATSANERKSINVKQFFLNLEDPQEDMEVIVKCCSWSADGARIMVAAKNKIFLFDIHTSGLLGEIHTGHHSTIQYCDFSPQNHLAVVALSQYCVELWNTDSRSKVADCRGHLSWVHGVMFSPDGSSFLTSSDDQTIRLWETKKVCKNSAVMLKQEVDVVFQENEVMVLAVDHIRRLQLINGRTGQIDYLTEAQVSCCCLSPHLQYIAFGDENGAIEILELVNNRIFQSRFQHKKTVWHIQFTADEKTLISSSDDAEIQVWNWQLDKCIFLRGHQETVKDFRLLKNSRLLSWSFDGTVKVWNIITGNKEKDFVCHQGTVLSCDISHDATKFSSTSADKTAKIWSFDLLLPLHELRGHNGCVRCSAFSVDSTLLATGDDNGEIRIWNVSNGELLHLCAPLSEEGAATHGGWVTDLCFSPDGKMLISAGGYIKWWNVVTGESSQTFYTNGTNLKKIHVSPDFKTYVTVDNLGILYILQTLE
#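 Material: reconstituted apoptosome with Apaf-1, cytochrome c, caspase-9, procaspase-3, dATP; medium: pH 7.5 Hepes buffer with CHAPS, BSA, DTT; also added: cytochrome c and DEVD-Rh110 substrate; timing: 30 min plus 50 min, RT; signal: Rh110 fluorescence intensity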
# SENP8 inh: SENP8 protease inhibitors, primary screen, biochemical, luminescence; purified SENP8, Z-RLRGG-aminoluciferin cleavage; inhibition, % at 10 µM; 330,000 compounds, 1.2% hits; AID 2540, 2010
# 697 NFkB inh: inhibitors of PMA/ionomycin-induced NF-kB reporter, 697 cells, primary screen, B-cell NF-kB inhibitor project, cell-based, luminescence, uHTS; 697 B-cell NF-kB luciferase reporter, 16 h; inhibition, % at 4 µM; 330,000 compounds, 0.33% hits; AID 435022, 2010; in the data active means inhibition above about 35%
# UBC13 inh: UBC13 polyubiquitin chain formation inhibitors, primary screen, biochemical, TR-FRET, uHTS; 330,000 compounds, 0.47% hits; AID 485273, 2010; Ubiquitin-conjugating enzyme E2 N (Homo sapiens), P61088; inhibition, % at 20 µM; in the data active means inhibition above about 45%, passing the limit was not always enough
# An asterisk follows results filed as active. Unless noted, no stated cut-off is given here; in the data, active means inhibition above about 50%; inactive means the rest.
SMILES,SENP7 inh,Gli-Sufu antag,Jurkat NFkB inh,HKDC1 inhibitor,Apaf-1 inh,SENP8 inh,697 NFkB inh,UBC13 inh
COC(=O)/C(=C/c1ccc2c(c1)c1ccccc1n2C)NC(=O)c1ccccc1,-1,3,-29,-2,-6,-4,-12,2
COc1ccccc1/C=C/C(=O)Nc1cccnc1,6,-29,-30,-5,6,9,-12,-7
CC#CCC(CC#CC)c1nc2ccccc2c(=O)n1N,8,4,12,-5,-15,-8,-19,-11
CC(OC(=O)CCCCCN=C1NS(=O)(=O)c2ccccc21)C(=O)Nc1cc(Cl)cc(Cl)c1 (stereo not given),-10,-6,-7,-3,14,-18,-13,0
Cc1cc(OC(C)C(=O)NCc2cccnc2)c2c(C)c(C)c(=O)oc2c1 (stereo not given),0,-14,-5,-4,5,1,14,8
O=C(CCl)N(CCc1ccccc1)CCc1ccccc1,6,-12,9,8,17,5,13,4
O=C(CNC1CC1)Nc1cc(C(F)(F)F)ccc1Cl,4,3,-9,1,-15,-1,15,14
O=C(NCCc1ccccc1)c1ccc(Cl)c(S(=O)(=O)N2CCOCC2)c1,3,-13,0,-3,-6,15,-36,4
CN(CCCCCC(=O)/C=N/O)Cc1ccccc1,1,8,-6,-11,-1,-1,15,1
Cc1ccc(-c2nn(-c3ccccc3)cc2C=O)o1,-2,-113,-88,6,-6,-5,-76,-13
COc1ccc(NC(=O)Nc2cccc3c2O[C@H](CN(C)S(=O)(=O)c2cccs2)[C@@H](C)CN([C@H](C)CO)C3=O)cc1,9,-9,-5,0,8,0,-25,-2
Cc1ccc(-c2nc3cc(Br)cnc3nc2-c2ccc(C)cc2)cc1,-13,4,0,5,18,-7,-35,-10
CC(C)OC(=O)CSc1nnc(CNc2ccc(Cl)cc2)n1C,8,6,-1,-10,-7,5,7,6
Cc1ccc(N(CC(=O)N2CCc3ccccc3C2)S(C)(=O)=O)cc1,-2,-6,-3,-2,7,-2,-1,1
Cc1nc2c([nH]c3ccc(Br)cc32)s1,3,6,-1,-7,-16,-2,25,10
CC(C)(C)C(=O)NC1CC2CCCC(C1)N2C(=O)Nc1ccccc1 (stereo not given),-6,-5,1,-5,-1,4,-56,-17
O=C1C=C(Nc2ccc(O)cc2)C(=O)c2ccccc21,96*,-1,6,18,15,96*,-52,-311
O=C1CC(N(Cc2cccs2)C(=O)Nc2ccccc2)C(=O)N1c1ccc(Cl)cc1 (stereo not given),-3,45,6,3,-4,4,-7,-3
CC1CCCCC1NC(=O)CCCCn1c(=O)[nH]c2ccsc2c1=O (stereo not given),-1,10,-1,-4,-3,-1,9,11
O=C(CNC(=O)N1CC(=O)Nc2ccccc21)Nc1nccs1,-6,3,12,-5,-9,-6,-4,-1
CCC(=O)N1CCc2cc(S(=O)(=O)NCCC(=O)N3CCN(c4cccc(C)c4)C(C)C3)ccc21 (stereo not given),-14,31,7,-4,9,-11,-24,-6
CC(C)CN(C(=O)CSc1nnnn1-c1ccccc1)c1c(N)n(CC(C)C)c(=O)[nH]c1=O,7,13,2,-4,1,-10,-3,-5
Cc1[nH]c2ccc(C(=O)N3CCCC3)cc2c1C,13,-10,-3,-8,2,-4,-27,-4
COC(=O)CNC(=O)C1CCN(S(=O)(=O)c2cccc3nsnc23)CC1,1,-4,3,-6,-12,-6,-11,-3
CC(C)(C)c1ccc(SCCc2cccnc2)cc1,4,-72,-80,4,18,-7,-119,-5

# As entered above:
# Cc1ccc(-c2nn(-c3ccccc3)cc2C=O)o1 | SENP7 inh: -2
# CC(C)CN(C(=O)CSc1nnnn1-c1ccccc1)c1c(N)n(CC(C)C)c(=O)[nH]c1=O | HKDC1 inhibitor: -4

# Carrying on:
SMILES,SENP7 inh,Gli-Sufu antag,Jurkat NFkB inh,HKDC1 inhibitor,Apaf-1 inh,SENP8 inh,697 NFkB inh,UBC13 inh
Cc1ccc(NC(=O)Cc2nnc(SCC(=O)Nc3nncs3)n2C)c(C)c1,-2,-16,9,-5,-5,3,9,3
CCOc1ccc(C(=O)Nc2ccc(NC(=O)c3ccco3)c(Cl)c2)cc1Br,-4,-1,-2,-8,-13,5,11,1
CCOc1ccc(NC(=O)N(CCC(C)C)C2CCN(C(C)=O)CC2)cc1,3,-2,12,-9,-16,3,13,4
c1ccc(-c2csc(N3CCN(c4ccccn4)CC3)n2)cc1,-7,-38,-37,-7,19,-15,-59,-4
COc1cc2ccc3c(CCN(C)C)cc(OC)c(OC)c3c2cc1OC,14,32,5,-3,-3,-12,5,-3
COc1cc(C(=O)Nc2ccc(NC(=O)c3ccccc3Cl)nc2)cc(OC)c1OC,5,4,7,0,0,20,8,0
Cc1nc2ccc(NC(=O)Cc3cccs3)cc2s1,3,-93,-62,-2,-3,-13,-80,0
CCCOc1ccc(/C=C2/C(=O)ON=C2C)cc1Cl,-12,4,-3,15,9,-12,10,-1
COc1ccc(-c2cc(-c3ccc(Cl)cc3)n[nH]2)c(O)c1,64*,-30,-145,-5,15,64*,-205,8
COc1ccccc1NS(=O)(=O)c1cc(NC(=O)c2cccs2)ccc1N1CCCC1,0,44,6,-20,9,-6,-12,-11
C=CCn1c(=O)c2c3c(sc2n2c(Nc4ccc(OC)cc4)nnc12)CCCC3,7,2,21,7,25,-2,13,4
Cc1ccc2cc(CCNC(=O)c3ccc(S(=O)(=O)N4CCOCC4)cc3)c(=O)[nH]c2c1C,-2,2,14,25,2,1,-16,0
Cc1cc(N2C(=O)CC(N3CCN(C(c4ccccc4)c4ccccc4)CC3)C2=O)no1 (stereo not given),0,-2,10,-3,3,3,20,0
CCCOc1ccc(NCC(=O)Nc2ccc(C)cc2C)cc1,-10,-3,13,-1,15,-3,-7,-17
CCOC(=O)c1cc2c(nc1C)-c1cc(Cl)cc(Cl)c1OC2O (stereo not given),-1,-14,-2,-6,-19,-1,1,-5
CCCN(CCC)CCCNC(=O)c1cc2c(-c3ccc(OC)c(OC)c3)nn(C)c2s1,-1,3,-40,-2,1,4,9,34
Cc1ccc(/C=C/C(=O)OCC(=O)NCCc2ccc(S(N)(=O)=O)cc2)o1,1,10,7,-3,-6,8,13,-10
COc1ccc(CCNC(=O)C2(C)CCC(=O)N2CCC(C)C)cc1OC (stereo not given),1,3,7,9,-1,9,1,0
O=C(OC1CCS(=O)(=O)c2sccc21)c1ccccc1 (stereo not given),4,-4,-3,-3,-9,-1,15,1
COc1ccc(CN2C(=O)C(CC(C)C)Nc3ncnc(N4CCCCC4)c32)cc1 (stereo not given),-8,9,13,-1,8,0,10,3
NC1=NC(=O)C(CC(=O)NCc2ccccc2)S1 (stereo not given),3,-7,-8,12,-6,0,6,6
COc1ccc(Cl)cc1NC(=O)CSc1nnc(Cc2cccn2C)n1-c1ccc(F)cc1,1,-6,20,-3,15,8,2,39
Cc1cccc(CSCc2ccc(C(=O)NC(C)C)o2)c1,-2,-1,10,-7,7,2,-9,0
O=C(NCC(=O)N(c1cccc(F)c1)C(C(=O)NC1CCCC1)c1ccco1)c1ccco1 (stereo not given),-3,8,16,11,-5,4,5,-2
COc1ccc(OCC(O)Cn2c(Nc3cccc(C)c3)nc3c2c(=O)n(C)c(=O)n3C)cc1 (stereo not given),-4,16,-13,19,-2,-4,0,9

# In another format: entries from further up
# Under each structure – SENP7 inh | Gli-Sufu antag | Jurkat NFkB inh | HKDC1 inhibitor | Apaf-1 inh | SENP8 inh | 697 NFkB inh | UBC13 inh
> CC(OC(=O)CCCCCN=C1NS(=O)(=O)c2ccccc21)C(=O)Nc1cc(Cl)cc(Cl)c1 (stereo not given)
→ -10 | -6 | -7 | -3 | 14 | -18 | -13 | 0
> Cc1cc(OC(C)C(=O)NCc2cccnc2)c2c(C)c(C)c(=O)oc2c1 (stereo not given)
→ 0 | -14 | -5 | -4 | 5 | 1 | 14 | 8
> O=C(CCl)N(CCc1ccccc1)CCc1ccccc1
→ 6 | -12 | 9 | 8 | 17 | 5 | 13 | 4
> O=C(CNC1CC1)Nc1cc(C(F)(F)F)ccc1Cl
→ 4 | 3 | -9 | 1 | -15 | -1 | 15 | 14
> O=C(NCCc1ccccc1)c1ccc(Cl)c(S(=O)(=O)N2CCOCC2)c1
→ 3 | -13 | 0 | -3 | -6 | 15 | -36 | 4
> CN(CCCCCC(=O)/C=N/O)Cc1ccccc1
→ 1 | 8 | -6 | -11 | -1 | -1 | 15 | 1
> Cc1ccc(-c2nn(-c3ccccc3)cc2C=O)o1
→ -2 | -113 | -88 | 6 | -6 | -5 | -76 | -13
> COc1ccc(NC(=O)Nc2cccc3c2O[C@H](CN(C)S(=O)(=O)c2cccs2)[C@@H](C)CN([C@H](C)CO)C3=O)cc1
→ 9 | -9 | -5 | 0 | 8 | 0 | -25 | -2
> Cc1ccc(-c2nc3cc(Br)cnc3nc2-c2ccc(C)cc2)cc1
→ -13 | 4 | 0 | 5 | 18 | -7 | -35 | -10
> CC(C)OC(=O)CSc1nnc(CNc2ccc(Cl)cc2)n1C
→ 8 | 6 | -1 | -10 | -7 | 5 | 7 | 6
> Cc1ccc(N(CC(=O)N2CCc3ccccc3C2)S(C)(=O)=O)cc1
→ -2 | -6 | -3 | -2 | 7 | -2 | -1 | 1
> Cc1nc2c([nH]c3ccc(Br)cc32)s1
→ 3 | 6 | -1 | -7 | -16 | -2 | 25 | 10
> CC(C)(C)C(=O)NC1CC2CCCC(C1)N2C(=O)Nc1ccccc1 (stereo not given)
→ -6 | -5 | 1 | -5 | -1 | 4 | -56 | -17
> O=C1C=C(Nc2ccc(O)cc2)C(=O)c2ccccc21
→ 96* | -1 | 6 | 18 | 15 | 96* | -52 | -311
> O=C1CC(N(Cc2cccs2)C(=O)Nc2ccccc2)C(=O)N1c1ccc(Cl)cc1 (stereo not given)
→ -3 | 45 | 6 | 3 | -4 | 4 | -7 | -3

# Following part
SMILES,SENP7 inh,Gli-Sufu antag,Jurkat NFkB inh,HKDC1 inhibitor,Apaf-1 inh,SENP8 inh,697 NFkB inh,UBC13 inh
Clc1ccc(OCCN2CCOCC2)cc1Cl,10,-8,-3,-2,4,4,-2,-5
CCOC(=O)c1cnn(-c2ccccc2)c1-n1cccc1C(=O)C(=O)Nc1ccccc1,-12,-4,-29,2,28,-5,-33,-9
Cc1nc2ccccc2c(C)c1CC(=O)OC(C)C(=O)NC1(C#N)CCCCC1 (stereo not given),-3,4,1,-5,6,-1,6,2
O=C1SC(SCc2ccccc2Cl)=N/C1=C\c1ccc(C(=O)O)cc1,0,-3,-2,-6,7,1,17,-22
CC(C)(C)c1ccc(/C=N/Nc2nncn2N)cc1,-3,-11,-5,-6,3,6,5,-4
CC(CCc1ccc(O)cc1)N(C)CCc1ccccc1 (stereo not given),0,9,-3,20,-10,2,7,4
O=[N+]([O-])c1cccc(S(=O)(=O)NCc2ccncc2)c1,-7,34,27,2,6,4,-27,-2
O=C1c2cnc3nc(SCc4cccc(Cl)c4)nn3c2CC2c3ccccc3CCN12 (stereo not given),14,11,23,-6,36,3,9,4
Cc1ccc(C2(c3ccccc3)NC(=O)N(CC(=O)N(C)C3CCS(=O)(=O)C3)C2=O)cc1C (stereo not given),12,4,17,-8,-1,-1,18,6
N#CCCn1cc(/C=N/O)c(-c2cccc([N+](=O)[O-])c2)n1,6,-1,-1,-1,3,-4,1,2

# Screens deposited in PubChem by Sanford-Burnham Center for Chemical Genomics.
